PvdQ acylase = P. aeruginosa PvdQ acylase inhibition; AID 488965; 340,000 compounds, 0.063% hits; purified PvdQ acylase, fluorescence plate reader; inhibition, % at 10 µM; in the data active means inhibition above about 30%, passing the limit was not always enough;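 further: 0% = vehicle neutral wells and 100% = reference inhibitor wells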
dFosB activator = activators of mouse delta FosB homodimer; 340,000 compounds, 0.99% hits; activation, % at 25 µM; purified delta FosB, TAMRA-CDK5 oligo fluorescence polarization; percent of positive-control signal above neutral wells; P13346; AID 493131;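 active means mean activation above about 17%, with every replicate also reaching it, limit read from the data, passing the limit was not always enough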;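 further: fluorescence polarization rise as delta FosB binds a TAMRA Cdk5 AP-1 oligo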
C-LANA FP = KSHV C-LANA DNA binding inhibition | MBP-C-LANA/FAM-LBS DNA binding, fluorescence polarization | inhibition, % at 9 µM | 340,000 compounds, 0.078% hits | AID 504423;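 active means highest replicate inhibition at or above 60% at 9 µM, even if other replicates fall short; inactive means all replicates below 60% inhibition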;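 further: 0% = neutral control wells and 100% = 4 µM acridine orange control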
SUMO Mot1 rescue = inhibitors of SUMOylation pathway: yeast Mot1-301 growth rescue; 320,000 compounds, 1% hits; AID 2716; growth rescue, % at 18.8 µM; S. cerevisiae Mot1-301 growth rescue, ATP luminescence, 38.5C; percent above DMSO median, 100 means doubled;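 active means every valid replicate shows activation above 250% relative to neutral control wells; inactive means the rest, any valid replicate at or below 250%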;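 further: OY570 slx delta 5 strain wells were the positive control but not used for scaling; some compounds called inactive have numbers as strong as hits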
PfHsp90 set2 = inhibits growth of yeast expressing Plasmodium falciparum Hsp90; S. cerevisiae expressing PfHsp90, BacTiter-Glo ATP, 48 h; yeast lacking PDR1 and PDR3 efflux regulators; 310,000 compounds, 0.32% hits; inhibition, % at 9.4 µM;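 active means every replicate shows inhibition above about 80%, whatever the replicate mean, limit read from the data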;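 further: 0% = DMSO neutral controls and 100% = 20 µM radicicol positive controls; yeast relying on Plasmodium falciparum Hsp90 in place of its own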
RTF Ca sens act = increases calcium sensitivity of human cardiac regulated thin filaments. IANBD-labeled TnC RTF fluorescence at EC20 calcium; 0% EC20 calcium, 100% full calcium. activation, % at 7.2 µM. 340,000 compounds, 0.24% hits. AID 493008;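 active means activation above the mean over all tested compounds plus 3 SD, cut at about 30% in these data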;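 further: rise in fluorescence read as greater calcium sensitivity of cardiac thin filaments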
CDK5 p35 inh = inhibitors of human CDK5/p35 kinase; Q00535+Q15078; Recombinant CDK5/p35, ADP-Glo luminescence, 60 min; inhibition, % at 10 µM; 330,000 compounds, 0.01% hits;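 active means highest replicate inhibition of at least 50% and at least 75% of replicates reaching 50%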;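 further: plate controls were DMSO neutral control for no effect and GW8510 at 10 µM for full effect; many of its hits are not listed in these tables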
Keap1-Nrf2 PPI = inhibitors of human Keap1-Nrf2 protein-protein interaction; Keap1 Kelch-Nrf2 peptide fluorescence polarization, 1536-well; inhibition, % at 9.4 µM; 340,000 compounds, 0.15% hits; in the data active means inhibition above about 12%;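 further: human Keap1 Kelch domain with fluorescein labeled Nrf2 9mer peptide probe; 0% = neutral control wells and 100% = peptide positive control; higher means more block of Keap1 binding to Nrf2 peptide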
Rtt109 Vps75 = inhibitors of Candida albicans Rtt109/Vps75 histone acetyltransferase. purified Rtt109/Vps75, ThioGlo CoA-SH fluorescence, 4 h. inhibition, % at 34.9 µM. 330,000 compounds, 0.16% hits. AID 540336;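 active means inhibition of at least 50% in every replicate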
RTF Ca sens inh = cardiac RTF calcium desensitization. P19429+P45379. IANBD-labeled cardiac RTF, Ca2+ fluorescence. inhibition, % at 7.15 µM. AID 493244. 340,000 compounds, 0.12% hits;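 active means inhibition above the mean inhibition of all tested compounds plus 3 SD, cut at about 17% in these data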;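 further: assay run at fixed EC70 calcium of 1.6 mM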
NSD2 HMT inh = NSD2 (human) methyltransferase inhibition; NSD2 peptide methylation, AlphaScreen, 120 min; inhibition, % at 12.5 µM; AID 743445; O96028; 310,000 compounds, 0.54% hits; in the data active means inhibition above about 50%
Target sequence (O96028 whole entry, looked up): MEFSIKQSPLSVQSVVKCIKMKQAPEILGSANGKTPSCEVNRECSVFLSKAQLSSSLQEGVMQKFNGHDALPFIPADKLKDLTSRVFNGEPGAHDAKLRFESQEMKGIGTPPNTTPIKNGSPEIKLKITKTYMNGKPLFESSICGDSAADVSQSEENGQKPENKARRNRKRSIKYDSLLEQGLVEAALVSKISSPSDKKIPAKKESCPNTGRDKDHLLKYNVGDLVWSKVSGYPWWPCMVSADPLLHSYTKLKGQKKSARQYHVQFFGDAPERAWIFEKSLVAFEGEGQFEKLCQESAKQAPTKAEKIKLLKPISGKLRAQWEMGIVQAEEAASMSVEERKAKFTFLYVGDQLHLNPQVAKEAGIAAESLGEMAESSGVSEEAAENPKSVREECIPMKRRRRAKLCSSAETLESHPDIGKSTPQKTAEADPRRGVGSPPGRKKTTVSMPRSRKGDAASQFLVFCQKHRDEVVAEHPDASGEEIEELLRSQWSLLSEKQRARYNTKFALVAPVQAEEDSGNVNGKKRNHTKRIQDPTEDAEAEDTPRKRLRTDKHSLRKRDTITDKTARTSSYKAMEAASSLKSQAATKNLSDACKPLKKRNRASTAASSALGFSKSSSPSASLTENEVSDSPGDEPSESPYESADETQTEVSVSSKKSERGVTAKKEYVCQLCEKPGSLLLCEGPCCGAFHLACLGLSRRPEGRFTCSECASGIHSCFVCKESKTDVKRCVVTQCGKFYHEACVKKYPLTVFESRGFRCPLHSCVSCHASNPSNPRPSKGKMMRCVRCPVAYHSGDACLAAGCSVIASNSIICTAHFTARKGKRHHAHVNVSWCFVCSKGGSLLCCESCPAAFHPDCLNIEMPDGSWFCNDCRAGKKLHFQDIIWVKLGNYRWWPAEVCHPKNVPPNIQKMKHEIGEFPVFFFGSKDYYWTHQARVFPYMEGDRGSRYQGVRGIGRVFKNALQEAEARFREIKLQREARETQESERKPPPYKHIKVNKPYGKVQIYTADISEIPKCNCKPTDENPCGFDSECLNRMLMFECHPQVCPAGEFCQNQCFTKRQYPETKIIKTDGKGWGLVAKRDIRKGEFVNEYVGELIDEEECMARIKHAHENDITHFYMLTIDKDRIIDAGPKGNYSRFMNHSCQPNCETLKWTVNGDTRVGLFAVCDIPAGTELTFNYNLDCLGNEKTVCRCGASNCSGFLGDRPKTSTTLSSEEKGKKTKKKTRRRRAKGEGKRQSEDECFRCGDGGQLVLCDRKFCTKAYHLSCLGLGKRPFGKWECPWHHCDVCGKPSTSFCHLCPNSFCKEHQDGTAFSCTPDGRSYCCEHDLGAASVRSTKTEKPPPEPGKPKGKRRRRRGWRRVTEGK
The depositor's hits bear a star; · = no result given.

Start of the data: the first 3 entries (preview)
SMILES	PvdQ acylase	dFosB activator	C-LANA FP	SUMO Mot1 rescue	PfHsp90 set2	RTF Ca sens act	CDK5 p35 inh	Keap1-Nrf2 PPI	Rtt109 Vps75	RTF Ca sens inh	NSD2 HMT inh
CCCn1c(SCC(=O)NC(=O)Nc2ccc(C)cc2C)n[nH]c1=O	-5	-3	0.7	4	-15	2	0.4	-3	-3	5	-1
Cc1cccc(N2CCN(S(=O)(=O)c3ccc4c(c3)C(C)(C)C(=O)N4C)CC2)c1C	-7	-16	0.1	21	-7	4	-0.8	3	-15	-1	·
Cc1cccc(C)c1NC(=O)C1CCCN1S(=O)(=O)c1ccc2c(c1)n(C)c(=O)c(=O)n2C (configuration not stated)	-2	-10	-0.1	16	10	-4	1.3	1	0	-5	·

The listing, from the first entry:
SMILES	PvdQ acylase	dFosB activator	C-LANA FP	SUMO Mot1 rescue	PfHsp90 set2	RTF Ca sens act	CDK5 p35 inh	Keap1-Nrf2 PPI	Rtt109 Vps75	RTF Ca sens inh	NSD2 HMT inh
CCCn1c(SCC(=O)NC(=O)Nc2ccc(C)cc2C)n[nH]c1=O	-5	-3	0.7	4	-15	2	0.4	-3	-3	5	-1
Cc1cccc(N2CCN(S(=O)(=O)c3ccc4c(c3)C(C)(C)C(=O)N4C)CC2)c1C	-7	-16	0.1	21	-7	4	-0.8	3	-15	-1	·
Cc1cccc(C)c1NC(=O)C1CCCN1S(=O)(=O)c1ccc2c(c1)n(C)c(=O)c(=O)n2C (configuration not stated)	-2	-10	-0.1	16	10	-4	1.3	1	0	-5	·
Cc1cc(C)n(C(C)CNC(=O)c2ccc3c(c2)OCO3)n1 (configuration not stated)	-12	-7	0.9	-5	35	6	0.0	-5	1	-8	4
CC1Cc2ccccc2N1C(=O)CSc1nc2c(c(=O)n(C)c(=O)n2C)n1Cc1ccccc1 (configuration not stated)	13	2	3.2	5	12	2	-0.8	1	-27	-4	0
c1ccc2c(Cn3nnc4ccccc43)cccc2c1	2	-11	-0.1	-13	-14	-3	1.1	-2	4	-1	-1
Clc1ccc(-c2nnnn2-c2ccc(Cl)cc2)cc1	-11	-3	-0.9	29	-13	·	-0.8	-4	-12	·	-3
Cc1nc(SCC(=O)Nc2cccnc2Cl)nc(C)c1C	17	2	-2.5	3	1	3	1.1	-3	2	4	1
O=S(=O)(c1cc(Cl)cc(Cl)c1O)N1CCC2(CC1)OCCO2	3	-7	-1.8	74	-36	-5	-2.3	-2	4	-3	1
CCOC(=O)CNC(=O)CSc1nnc(-c2ccccc2)n1Cc1ccco1	-11	-5	-1.5	2	15	-2	-0.6	0	-2	7	0
O=C(N/C(=C\c1cccnc1)C(=O)N1CCCCC1)c1cccc(Br)c1	-12	-4	1.7	19	-27	4	-0.2	-4	-3	-10	2
Fc1ccc(CNc2nc3ccccc3n3nnnc23)cc1	-18	-3	0.0	-16	16	9	-0.1	3	1	-18	·

7 entries from above, ordered by the number in SUMO Mot1 rescue, highest first:
Compound | PvdQ acylase | dFosB activator | C-LANA FP | SUMO Mot1 rescue | PfHsp90 set2 | RTF Ca sens act | CDK5 p35 inh | Keap1-Nrf2 PPI | Rtt109 Vps75 | NSD2 HMT inh
O=S(=O)(c1cc(Cl)cc(Cl)c1O)N1CCC2(CC1)OCCO2 | 3 | -7 | -1.8 | 74 | -36 | -5 | -2.3 | -2 | 4 | 1
Cc1cccc(N2CCN(S(=O)(=O)c3ccc4c(c3)C(C)(C)C(=O)N4C)CC2)c1C | -7 | -16 | 0.1 | 21 | -7 | 4 | -0.8 | 3 | -15 | ·
O=C(N/C(=C\c1cccnc1)C(=O)N1CCCCC1)c1cccc(Br)c1 | -12 | -4 | 1.7 | 19 | -27 | 4 | -0.2 | -4 | -3 | 2
Cc1cccc(C)c1NC(=O)C1CCCN1S(=O)(=O)c1ccc2c(c1)n(C)c(=O)c(=O)n2C (configuration not stated) | -2 | -10 | -0.1 | 16 | 10 | -4 | 1.3 | 1 | 0 | ·
CC1Cc2ccccc2N1C(=O)CSc1nc2c(c(=O)n(C)c(=O)n2C)n1Cc1ccccc1 (configuration not stated) | 13 | 2 | 3.2 | 5 | 12 | 2 | -0.8 | 1 | -27 | 0
CCCn1c(SCC(=O)NC(=O)Nc2ccc(C)cc2C)n[nH]c1=O | -5 | -3 | 0.7 | 4 | -15 | 2 | 0.4 | -3 | -3 | -1
Cc1cc(C)n(C(C)CNC(=O)c2ccc3c(c2)OCO3)n1 (configuration not stated) | -12 | -7 | 0.9 | -5 | 35 | 6 | 0.0 | -5 | 1 | 4

Other structures.
SMILES	PvdQ acylase	dFosB activator	C-LANA FP	SUMO Mot1 rescue	PfHsp90 set2	RTF Ca sens act	CDK5 p35 inh	Keap1-Nrf2 PPI	Rtt109 Vps75	RTF Ca sens inh	NSD2 HMT inh
CCOC(=O)CN(C(=O)c1ccccc1)c1ccccc1C	-7	1	-0.4	-22	-11	1	0.1	0	-8	-2	6
CCC(Cc1ccccc1)NC(=O)C1CCN(S(=O)(=O)c2c(C)noc2C)CC1 (configuration not stated)	1	-6	-1.2	-19	-12	5	-1.9	1	-3	-11	-1
Cc1ccc(S(=O)(=O)N(C)C)cc1NC(=O)CSc1nncs1	0	0	-1.0	-4	·	-3	-0.1	-4	8	15	-7
COc1ccccc1CN1CCNC(=O)C1CC(=O)N(C)Cc1nc(C)cs1 (configuration not stated)	6	-3	0.7	-12	3	1	-2.8	1	4	0	1
CC(NC(=O)/C=C/c1ccco1)c1nc2ccccc2n1Cc1c(Cl)cccc1Cl (configuration not stated)	-2	-4	0.2	-14	-36	7	-1.2	-4	-1	1	0
Nc1nc(Nc2cccc(Cl)c2)nc(NCc2ccco2)c1[N+](=O)[O-]	-8	58*	-2.2	-7	-30	-7	0.3	3	5	-4	-2
Cc1cc(C)nc(NC(=O)c2ccccc2O)n1	-7	7	-3.4	-12	12	6	0.9	3	14	-2	1
Cc1cc(C(=O)OCC(=O)N2CC(C)OC(C)C2)ccc1[N+](=O)[O-] (configuration not stated)	-7	5	-0.8	-8	-21	0	1.3	-7	-14	3	-2
O=C(O)c1ccc2c(=O)n(-c3ccc(F)cc3)c(=S)[nH]c2c1	2	2	0.4	5	15	-4	-1.6	-2	5	-6	0
CCCc1nnc(NC(=O)c2ccc([N+](=O)[O-])cc2)s1	-7	-7	0.5	16	-10	-1	0.7	4	3	-6	4
Cc1ccc(N2C(=O)CS(=O)(=O)CC2=O)cc1	-10	-11	1.7	5	13	·	0.9	2	-13	·	-7
O=C(COc1ccc(Cl)cc1Cl)N1CCCC1	9	3	-2.8	-7	-7	-3	-2.2	3	8	0	·

An excerpt from above, reduced to dFosB activator:
smiles	dFosB activator
O=C(N/C(=C\c1cccnc1)C(=O)N1CCCCC1)c1cccc(Br)c1	-4
Fc1ccc(CNc2nc3ccccc3n3nnnc23)cc1	-3

Look-ups from the entries so far.
PvdQ acylase with Cc1ccc(N2C(=O)CS(=O)(=O)CC2=O)cc1 = -10
dFosB activator with CCOC(=O)CN(C(=O)c1ccccc1)c1ccccc1C = 1

Following part:
SMILES	PvdQ acylase	dFosB activator	C-LANA FP	SUMO Mot1 rescue	PfHsp90 set2	RTF Ca sens act	CDK5 p35 inh	Keap1-Nrf2 PPI	Rtt109 Vps75	RTF Ca sens inh	NSD2 HMT inh
Cc1cccc(C(C)Nc2ccc([N+](=O)[O-])cn2)c1 (configuration not stated)	1	-9	-1.5	127	·	5	-2.3	-4	4	0	0
O=C(NCCF)[C@H]1C[C@@H]1[C@H](NP(=O)(c1ccccc1)c1ccccc1)c1ccccc1	3	3	-0.6	-10	5	-1	-1.6	0	5	-3	·
COC(=O)c1ccc(NC(=O)CN2CCN(c3cccc(Cl)c3)CC2)cc1	12	9	-0.7	-16	2	-6	-1.7	-4	-3	-14	7
COc1ccc(C(=O)Nc2nc(-c3ccccn3)cs2)cc1S(=O)(=O)N1CCOCC1	12	-19	3.9	-1	·	10	-1.0	2	3	-4	0
CCOC(=O)C1(c2nc(N)cs2)COC(=O)C1 (configuration not stated)	-16	0	-0.3	-5	-13	-1	0.1	-1	2	-5	-3
CCCCOc1ccc(NC(=O)C(=O)NCCCn2ccnc2)cc1	8	-7	1.4	-8	-1	3	1.1	-4	-4	10	6
COc1ccccc1NS(=O)(=O)c1ccc(NC(=O)N2CCCCC2)cc1	-12	-12	0.8	-19	0	0	-1.0	-1	6	-1	1
CC1CC1c1ccc(/C=C(\C#N)C(=O)Nc2ccccc2Cl)o1 (configuration not stated)	-10	-1	-0.5	-2	-7	7	-2.2	-3	1	-18	-2
Cc1ccccc1N(C(=O)CNC(=O)c1ccco1)C(C(=O)NC1CCCCC1)c1ccncc1 (configuration not stated)	-1	-6	0.6	-1	-3	-1	0.0	2	0	1	0
O=C(c1cc(S(=O)(=O)N2CCOCC2)c(Cl)cc1Cl)N1CCCCC1	4	-8	-0.5	216	30	-2	0.1	-1	6	1	5
Cc1cc(C)nc(N2CCC(C(=O)NCc3cccs3)CC2)n1	-9	5	-0.5	-5	-20	2	-2.0	-1	1	-7	0
COc1cc(N=Nc2cccc(S(N)(=O)=O)c2)c2ccccc2c1N	-5	-8	-3.5	-10	-4	-1	10	-4	0	-11	10
CC1Cc2cc(S(=O)(=O)N3CCN(c4ccccc4F)CC3)ccc2N1C(=O)C1CC1 (configuration not stated)	-10	5	0.7	3	-13	-2	·	-2	-1	-1	-2
CC(C)COc1cccc(C(=O)NC(=S)Nc2cccc(NC(=O)c3ccccc3Cl)c2)c1	0	-3	2.7	4	2	9	-1.2	2	18	10	-1
CCCCn1c(C)cc(/C=C(\C#N)C(=O)O)c1C	5	-5	0.1	-13	-20	1	3.3	-2	27	-7	1
CCc1nn(C(C)C(=O)NCCc2ccc(OC)c(OC)c2)c(=O)c2cc3occc3n12 (configuration not stated)	-30	-4	-2.0	4	-13	2	0.3	-5	4	5	0
O=C(Nc1ccc(Cc2ccc(NC(=O)C3CC3)cc2)cc1)C1CC1	-14	2	-0.8	-6	-18	-1	1.6	-7	5	-18	-1
CSc1n[nH]c(/N=C/c2oc(O)c3ccccc23)n1	-22	-1	-0.7	13	-17	10	-1.5	-1	·	-3	-3
O=C(Nc1cc(C(F)(F)F)cc(C(F)(F)F)c1)Nc1cnn(-c2ccc([N+](=O)[O-])cc2)c1C(F)(F)F	-2	-11	-1.4	4	15	-4	-0.2	5	-3	-2	-1
CN(C)c1ccc(/C=N/NC(=O)CCc2nc3ccccc3[nH]2)cc1	6	-1	3.2	500	6	2	1.3	2	7	-4	0
